MRP_reversal = reversal of MRP1-mediated doxorubicin resistance, primary screen, H69AR cells, doxorubicin co-treatment; H69AR cells + 2 uM doxorubicin, CellTiter-Glo, 72 h; differential viability (reversal), % at 10 µM; hit rate 0.04% among 85,000; AID 602, 2007;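 active = viability drop by adding the cancer drug above about 55%, with treated viability meeting a 40% cutoff, limit read from the data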;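 note: viability without doxorubicin minus viability with 2 µM doxorubicin for each compound; larger differential means the compound sensitizes cells more to doxorubicin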
MRP_reversal_cytotoxicity = also measured in MRP_reversal; calls as there; viability, %; H69AR cells, CellTiter-Glo, 72 h; measured here: cytotoxicity without doxorubicin
MRP_reversal_with_doxorubicin = second read-out of MRP_reversal, no call of its own (marks repeat the call); viability, %; measured here: viability with 2 uM doxorubicin; stronger effect = lower value
* = called active by the depositor; & = joins results of further samples.

SMILES MRP_reversal MRP_reversal_cytotoxicity MRP_reversal_with_doxorubicin
CC[C@@H]1C(=O)OC[C@@H]1Cc1cncn1C 16&8 102&100 86&92

These rows are one share of the data; rates above refer to the full screens.
